Assay outcomes (PubChem)
CCT modulator: changes cytosolic chaperonin activity. activity change, % (concentration not given with the values), hits read low. actives 0.3% (n = 360,000). purified chaperonin ATPase assay, HTRF ADP detection, 30 min; in the data active means activity change below about -30%; further: on the % scale 0 is the no-effect control and ±100 the full control effect
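TRiC at 40 or 20 nM final (batch-dependent) in 30 mM Tris pH 7.4, 100 mM KCl, 5 mM MgCl2, 1 mM DTT, with compound at single 76 uM and 10 uM ATP, 30 min at 37 deg C. ADP detected by HTRF Transcreener, 665/615 ratio.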
TGFb SMAD3 inh: blocks TGF-b signaling. HepG2 CAGA-GFP TGF-b/SMAD3 reporter, GFP fluorescence, 18 h; TGF-beta stimulated, 500 pg/mL final. Potency, µM (top dose mostly 46.1 µM), for inactives: at the top dose activity, negative = inhibition, usual class: inhibitors. actives 1.2% (n = 410,000). AID 588855; further: potency means the concentration at half of the fitted maximal effect; on the % scale 0 is the no-effect control and ±100 the full control effect; nearly all actives have a fitted effect of over 65% in size
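Inhibition of TGF-beta-driven CAGA-GFP reporter expression in HEPG2 cells is measured by cellular GFP fluorescence after 18 h stimulation with 500 pg/mL recombinant TGF-beta in 1% FBS medium at 37 degrees C.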
Mm-Cpn inhibitor: blocks the Methanococcus maripaludis chaperonin Mm-Cpn | purified Mm-Cpn ATPase, ADP Transcreener TR-FRET | Potency, µM (top dose mostly 76.9 µM), for the others: at the top dose activity, negative = inhibition, actives largely listed as inhibitors | actives 0.031% (n = 330,000) | AID 504842; further: potency means the concentration at half of the fitted maximal effect; on the % scale 0 is the no-effect control and ±100 the full control effect; nearly all actives have a fitted effect of over 80% in size
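Compound-treated chaperonin, 25 nM final, turns over 10 uM ATP at 37°C for 30 min following a 10 min preincubation; ADP generated competes with ADP-d2 for Eu-cryptate antibody, lowering FRET.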
Akt phos inh: Akt phosphorylation inhibition; Neuro2A IGF-stimulated pAkt S473 HTRF, 20 min; stronger effect = lower value; activity change, % for hits at 50 µM; actives 0.32% (n = 360,000); AID 651550; in the data active means activity change below about -80%; inconclusive means mostly about -51% to -80%; further: on the % scale 0 is the no-effect control and ±100 the full control effect
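Neuro2A cells (4,500/well, DMEM with 0.5% FBS) were treated with compound at a single 50 µM final concentration, stimulated with 6 nM IGF for 20 min at 37 °C, and lysed. Phospho-Akt Ser473 was read by HTRF as 665/615 ratio ×10^4.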
Nrf2 block: Nrf2 pathway inhibition; A549 ARE-Fluc reporter, luciferase luminescence, 18-24 h; AID 504444; Potency, µM (series often up to 46 µM), inactives show top-dose activity change, negative = inhibition, hits mostly inhibitors; actives 2.1% (n = 360,000); further: potency means the concentration at half of the fitted maximal effect; on the % scale 0 is the no-effect control and ±100 the full control effect; nearly all actives have a fitted effect of over 60% in size
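Nrf2 activity is the BugLite luminescence, read 15 min after reagent at room temperature, following CellTiter-Fluor cytotoxicity readout (30 min, 37C). Compound titrations were applied for 18-24 h to 5000 A549 ARE_Fluc cells/well in 5% FBS OPTI-MEM.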
A549 viability: kills or reduces viability of A549 cells in Nrf2 counter-screen. actives 0.16% (n = 390,000). AID 504648. Potency, µM (titrated, usually from 46 µM), without a hit: top-dose activity change, negative = cytotoxicity, most hits filed as inhibitors. A549 ARE-Fluc cells, CellTiter-Fluor viability, 18-24 h; further: potency means the concentration at half of the fitted maximal effect; on the % scale 0 is the no-effect control and ±100 the full control effect
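A549 ARE-Fluc cells in 5% FBS OPTI-MEM, 5000 cells/well, rested 2 h then exposed to compounds in concentration-response for 18-24 h at 37 °C. Viability by CellTiter-Fluor fluorescence (Ex 405/Em 525) after 30 min; luciferase luminescence (BugLite, 15 min, RT) read afterwards.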
ATXN viability: cell viability loss in ATXN counter-screen. S2 cells (HEK-293 line with an ATXN2-luciferase reporter) viability, CellTiter-Fluor protease fluorescence, 24 h. Potency, µM (titrated, usually from 56.7 µM), actives largely listed as cytotoxic. actives 0.49% (n = 400,000). AID 651635; further: potency means the concentration at half of the fitted maximal effect; nearly all actives have a fitted effect of over 40% in size
HepG2 tox: counter-screen for TGF-b inhibitors: cytotoxicity in HepG2 cells. HepG2 CAGA-GFP viability, ATP luminescence, 18 h. Potency, µM (highest dose often 46.1 µM), for inactives: at the top dose activity change, negative = cytotoxicity, hits mostly cytotoxic. actives 0.76% (n = 410,000). AID 588856; further: potency means the concentration at half of the fitted maximal effect; some results filed as inactive show a strong effect at the top dose
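CellTiter-Glo luminescence gave cytotoxicity after 18 hours at 37 degrees C. The cells were HepG2 CAGA-GFP in 1% FBS DMEM, stimulated with 500 pg/mL TGF-beta after compound addition. %Activity was normalised to no-cell wells (complete cell-killing) and DMSO (no toxicity), and curves were fitted and classified.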
Nrf2 activator: activates Nrf2 signaling. AREc32 ARE-luciferase reporter (MCF7-derived line), luminescence, 24 h. Potency, µM (top dose mostly 46.1 µM), for the others: at the top dose activation, hits mostly activators. actives 0.31% (n = 410,000). AID 624171; further: potency means the concentration at half of the fitted maximal effect; % of control where 0% means no effect; nearly all actives have a fitted effect of over 65% in size
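ARE activation measured as luciferase luminescence (Steady-Glo, 30 min RT) in AREc32_Fluc cells after 24 hr compound exposure at 37 deg C, 5% CO2; cells seeded overnight at 1000/well in OPTI-MEM, 5% FBS.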
The depositor's hits bear a star; i = inactive; ? = inconclusive; nt = not tested or not shown; [ ] = dose if it differs, or a comment. Unless noted, the call rests on the fitted dose curve; in most records, active means well fitted curve in the direction sought with a large enough effect; inconclusive means small, poorly fitted or top-dose-only effect, or another doubt; inactive means no such curve, though single readings can be large; an effect the other way counts as inactive or inconclusive.

SMILES	CCT modulator	TGFb SMAD3 inh	Mm-Cpn inhibitor	Akt phos inh	Nrf2 block	A549 viability	ATXN viability	HepG2 tox	Nrf2 activator
O=C(c1ccccc1)c1nnc(-c2ccccc2F)o1	-3.9	15%	2%	i	9%	-7%	i	-3%	25%
Cc1ccc(S(=O)(=O)Nc2ccc3c(c2)nc(CCN2CCCCC2)n3C)cc1	-0.8	-23%	0%	i	-11%	1%	i	7%	0.6%
CCn1c(SC(C)C(=O)Nc2nccs2)nnc1-c1ccncc1 (centres undefined)	-2.7	2%	-6%	i	2%	0%	i	-12%	0.2%
Cc1ccc(C(=O)CCC(=O)N(C)CC(=O)Nc2c(Cl)cccc2Cl)cc1	-3.9	9%	1%	i	9%	-6%	i	1%	-0.7%
CC(O)[C@H]1CNCCN1CC1(c2ccccc2)CC1 (some centres undefined)	-2.5	9%	-2%	i	12%	2%	i	8%	0.3%
Cc1noc(C)c1S(=O)(=O)Nc1ccc(C(=O)N2CCc3ccccc3C2)cc1	-1.7	4%	0%	i	7%	2%	i	5%	-0.3%
Cc1ccc(C2=NNC(C(O)C(O)C(O)C(O)CO)S2)cc1 (centres undefined)	-0.8	-8%	1%	i	8%	-10%	i	-17%	1.7%
c1ccc(OCc2nnc3sc(-c4cccs4)nn23)cc1	2.1	?	-1%	i	?	?	i	-3%	3.6%
O=C(NC1CCCCC1)c1ccc2c(c1)N(Cc1cccc(F)c1)C(=O)c1ccccc1S2	nt	-1%	nt	nt	nt	0%	i	-12%	0.3%
Nc1nc(SCc2ccccc2)c2ncn(C3CCCO3)c2n1 (centres undefined)	-1.3	-1%	nt	i	14%	-2%	i	-13%	4.9%
CCOc1cc(Br)c(/C=C2/C(=O)N(C)C(=S)N2CC(=O)OC)cc1OC	-1.5	?	0%	i	-18%	-2%	nt	5%	-0.6%
O=C(Cn1cnc2nc3c(cc2c1=O)CCCC3)N1CCN(c2ccccc2)CC1	nt	-2%	nt	nt	nt	11%	i	2%	0.0%
Cc1cc(C)nc(NC(=O)CSc2nnnn2-c2ccccc2)n1	-1.8	13%	-1%	i	1%	-11%	i	2%	0.5%
Cc1cc(C)c2oc(C(=O)Nc3c(C(=O)Nc4ccccc4)oc4ccccc34)cc(=O)c2c1	nt	-2%	nt	nt	1%	9%	i	8%	-1.1%
S=c1nc(C2CCCCC2)[nH]c2ccccc12	-3.5	-4%	-9%	i	21%	10%	i	-7%	-0.1%
Cc1cccc(C(=O)Nc2c(-c3ccc(F)cc3)nc3ccccn23)c1	nt	-28%	nt	nt	0%[9.27 µM]	?	i	-14%	4.9%
COc1ccc(C(OC(=O)c2c(C)noc2C)C(=O)NC2CCCC2)cc1 (centres undefined)	0.0	-1%	-1%	i	-5%	-1%	i	-8%	-0.5%
CCO[C@@H]1OC(C(=O)N2CCN(Cc3ccc4c(c3)OCO4)CC2)=C[C@H](c2ccc3c(c2)OCO3)[C@H]1CCCO	-1.1	1%	nt	i	-24%	-3%	i	-52%	1.2%
CN1CCN([C@@H]2CS(=O)(=O)N[C@H]2COCc2ccccc2)CC1	1.0	-2%	nt	i	nt	nt	i	7%	-0.8%
NC(=O)C1=C[C@H](c2csc3ccccc23)C[C@H](OCc2ccc(CO)cc2)O1	0.0	-13%	nt	i	22%	1%	?	-10%	7.1%
CC(=O)C(=Nc1ccccc1Cl)NNc1ccc(Cl)cc1	0.4	-13%	3%	i	-6%	-11%	i	2%	20%
COc1ccc(Cl)cc1N(C(C)C(=O)O)S(C)(=O)=O (centres undefined)	0.5	0%	-4%	i	-5%	-3%	i	-11%	-0.1%
CC(=O)c1cccc(NC(=O)N2CCCC2C(=O)NC2CCCC2)c1 (centres undefined)	1.0	31%[activator]	1%	i	3%	3%	i	34%	-0.2%
O=C(CN1CCCC1)NCC12CC3CC(CC(C3)C1)C2	0.1	-7%	2%	i	7%	4%	i	3%	-0.6%

Overlap with the part before: 6 compounds, then new ones.
SMILES	CCT modulator	TGFb SMAD3 inh	Mm-Cpn inhibitor	Akt phos inh	Nrf2 block	A549 viability	ATXN viability	HepG2 tox	Nrf2 activator
CN1CCN([C@@H]2CS(=O)(=O)N[C@H]2COCc2ccccc2)CC1	1.0	-2%	nt	i	nt	nt	i	7%	-0.8%
NC(=O)C1=C[C@H](c2csc3ccccc23)C[C@H](OCc2ccc(CO)cc2)O1	0.0	-13%	nt	i	22%	1%	?	-10%	7.1%
CC(=O)C(=Nc1ccccc1Cl)NNc1ccc(Cl)cc1	0.4	-13%	3%	i	-6%	-11%	i	2%	20%
COc1ccc(Cl)cc1N(C(C)C(=O)O)S(C)(=O)=O (centres undefined)	0.5	0%	-4%	i	-5%	-3%	i	-11%	-0.1%
CC(=O)c1cccc(NC(=O)N2CCCC2C(=O)NC2CCCC2)c1 (centres undefined)	1.0	31%[activator]	1%	i	3%	3%	i	34%	-0.2%
O=C(CN1CCCC1)NCC12CC3CC(CC(C3)C1)C2	0.1	-7%	2%	i	7%	4%	i	3%	-0.6%
CC(=O)Nc1cccc(C(=O)OC(C(=O)c2ccc(C)c(C)c2)c2ccccc2)c1 (centres undefined)	-5.0	-16%	-4%	i	?	nt	i	6%	0.2%
CC(=O)Nc1ccc(-c2cn3ccsc3n2)cc1	-2.7	-14%	-1%	i	8%	-6%	i	3%	0.1%
Cc1ccc(C(=O)NC(=S)N2CCN(c3cc(C)ccc3C)CC2)cc1	1.0	?	2%	i	?	-11%	?	-35%	6.7%
COc1ccccc1Cn1c(C)c(C(=O)NCCC#N)sc1=O	-2.9	-11%	nt	i	nt	nt	i	-9%	-1.7%
Cc1nc2cc(CC(=O)O)ccc2o1	0.5	6%	-1%	i	-17%	0%	i	-3%	-0.5%
CC(=O)C1=C(OC(=O)C(C)C)c2ccccc2S(=O)(=O)N1Cc1ccccc1	nt	-6%	nt	nt	8%	-11%	i	-5%	0.2%
CC1CCc2c(C(=O)NCCCN3CCOCC3)csc2C1 (centres undefined)	-0.4	-8%	1%	i	4%	0%	i	-19%	-0.2%
Cc1cccc2cc(C3CC(c4cccs4)=NN3C(=O)CCC(=O)O)c(Cl)nc12 (centres undefined)	0.5	25%	-2%	i	-1%	-3%	i	4%	-0.3%
O=C(NNc1c(F)c(F)cc(F)c1F)c1ccco1	0.6	-2%	1%	i	4%	-1%	i	5%	0.2%
Cc1c(C(=O)Nc2ccc(OCc3ccccc3)cc2)cccc1[N+](=O)[O-]	1.6	1%	1%	i	3%	2%	i	-8%	-0.6%
Oc1ccc(-c2csc(-c3cccnc3)n2)c(O)c1	1.1	0%	-1%	i	?	-12%	i	2%	4.3%
CC(C)Cn1cnc2c1c(=O)n(CC(=O)O)c(=O)n2Cc1ccccc1	-8.6	17%	2%	i	1%	3%	i	-2%	-0.4%

3 compounds from above, sorted by the value under Mm-Cpn inhibitor, rising:
canonical_smiles	CCT modulator	TGFb SMAD3 inh	Mm-Cpn inhibitor	Akt phos inh
Cc1nc2cc(CC(=O)O)ccc2o1	0.5	6%	-1%	i
CC1CCc2c(C(=O)NCCCN3CCOCC3)csc2C1 (centres undefined)	-0.4	-8%	1%	i
CC(C)Cn1cnc2c1c(=O)n(CC(=O)O)c(=O)n2Cc1ccccc1	-8.6	17%	2%	i

Remaining list, next part
SMILES	CCT modulator	TGFb SMAD3 inh	Mm-Cpn inhibitor	Akt phos inh	Nrf2 block	A549 viability	ATXN viability	HepG2 tox	Nrf2 activator
Cc1ccc(/C=C/S(=O)(=O)NCCC(=O)NCc2ccc(F)cc2)cc1	1.7	-27%	-1%	i	0%	1%	i	-25%	-0.8%
Cc1cccn2cc(-c3ccc(S(=O)(=O)N4CCCCC4)cc3)nc12	-2.2	6%	0%	i	-10%	-3%	i	-15%	3.9%
CCC(C)NC(=O)Cn1cnc2sc(C)c(S(=O)(=O)N3CCCCC3)c2c1=O (centres undefined)	2.7	13%	3%	i	16%	6%	i	1%	0.4%
CCN(CC)CC#CC(C)OCOCC#CCOC (centres undefined)	2.5	30%	2%	i	10%	-1%	i	5%	-0.6%
COc1ccc(CC(=O)NCc2ccccc2)cc1	1.7	-16%	1%	i	?	11%	i	-24%	3.0%
CC(=O)NCc1nc2ccccc2n1C(C)C	0.3	-5%	0%	i	4%	27%	i	8%	-1.2%
Cc1cc(N2CCN(c3nc(-c4ccccc4)cs3)CC2)c2ccccc2n1	-1.5	-20%	0%	i	-8%	7%	?	4%	0.0%
FC(F)Sc1ccc(NC(=S)NC2CCCC2)cc1	-1.5	-56%	-4%	i	?	-7%	i	-21%	3.0%
COc1ccc(NC(=S)N(CCc2ccncc2)C(C)C)cc1Cl	0.2	-5%	nt	i	nt	nt	?	9%	0.9%
Cc1nc(N(C)C)ncc1C(=O)O	-0.1	8%	1%	i	nt	-9%	i	11%	-1.2%

Entries of single compounds, looked up by structure. Values in the order: CCT modulator, TGFb SMAD3 inh, Mm-Cpn inhibitor, Akt phos inh, Nrf2 block, A549 viability, ATXN viability, HepG2 tox, Nrf2 activator
CCC(C)NC(=O)Cn1cnc2sc(C)c(S(=O)(=O)N3CCCCC3)c2c1=O (centres undefined) in the list: 2.7, 13%, 3%, i, 16%, 6%, i, 1%, 0.4%
FC(F)Sc1ccc(NC(=S)NC2CCCC2)cc1 in the list: -1.5, -56%, -4%, i, ?, -7%, i, -21%, 3.0%

A few values from the list.
Cc1ccc(/C=C/S(=O)(=O)NCCC(=O)NCc2ccc(F)cc2)cc1 | A549 viability = 1%
CCN(CC)CC#CC(C)OCOCC#CCOC (centres undefined) | Nrf2 block = 10%
COc1ccc(NC(=S)N(CCc2ccncc2)C(C)C)cc1Cl | CCT modulator = 0.2

Compounds as they come; overall some 4.4% were active at least once.
